GLP1R cytotox = cytotoxicity in counter-screen for GLP-1R inverse agonists; HEK293 cAMP-luciferase reporter cells, luminescence, 24 h; Potency, µM (series often up to 38.3 µM), without a hit: at the highest dose activity change, negative = inhibition, hits mostly inhibitors; 0.13% of 410,000 active;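 note: loss of luciferase light is scored as toxicity; potency is the fitted concentration of half-maximal effect; % is set by controls: 0 for no effect and ±100 for the full control effect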
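A 23 nL compound transfer followed 12 hours of cell culture at 37 deg C; exposure then lasted 24 hr. Luciferase assay detection reagent was dispensed and plates read for luminescence after a 12 min room-temperature wait.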
HT1080-NT tox = kills 2HG-producing HT-1080-NT fibrosarcoma cells | Potency, µM (series often up to 46.1 µM), for inactives: top-dose activity, negative = less viability, most hits filed as cytotoxic | AID 686970 | 1.6% of 360,000 active | HT-1080-NT fibrosarcoma viability, CellTiter-Glo ATP luminescence, 48 h;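 note: NT is the 2HG producing partner of a matched IDH1 knockdown line; potency is the fitted concentration of half-maximal effect; 0% = DMSO-treated cells and -100% = media-only wells without cells; nearly all actives have a fitted effect of over 55% in size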
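Compounds were tested in concentration-response format on HT-1080-NT cells for 48 hours at 37 degrees C. Cell viability came from CellTiter-Glo luminescence; curves were classified by r2, response magnitude and activity.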
SW480 rereplic = DNA re-replication induction in SW480 cells; SW480 DNA re-replication, Hoechst DNA content imaging, 48 h; Potency, µM (top dose mostly 46.1 µM), inactives show top-dose re-replication activation, most hits filed as activators; 1.8% of 340,000 active; AID 624297; note: potency is the fitted concentration of half-maximal effect; % of control where 0% means no effect; nearly all actives have a fitted effect of over 55% in size
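Per well, 250 cells were exposed to pinned compound for 48 hr. Nuclear DNA was visualised with Hoechst (40 min, 37 C) and total object intensity recorded by fluorescence scanning.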
KB-3-1 cytotox = KB-3-1 parental cell cytotoxicity; KB-3-1 viability, CellTiter-Glo ATP luminescence, 72 h; Potency, µM (series often up to 46.1 µM), for inactives: at the highest dose activity change, negative = cytotoxic, most hits filed as cytotoxic; 1.4% of 400,000 active; AID 1347075; note: potency is the fitted concentration of half-maximal effect; % is set by controls: 0 for no effect and ±100 for the full control effect; nearly all actives have a fitted effect of over 60% in size
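KB-3-1 cells, DMEM (no phenol red) + 10% FBS; compound by pin transfer, 72 h, 37 °C. Readout: CellTiter-Glo luminescence after 10 min. Data normalized, curve-fitted.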
DRD3 agonist = activates the human D3 dopamine receptor; max activation, %; P35462; 0.58% of 410,000 active; D3R DiscoveRx beta-arrestin cells, luminescence, 90 min; in the data active = max activation above about 30%; note: 0% is about no effect; mostly tested at two doses, the higher about 12 µM
Target sequence (P35462 whole entry, looked up): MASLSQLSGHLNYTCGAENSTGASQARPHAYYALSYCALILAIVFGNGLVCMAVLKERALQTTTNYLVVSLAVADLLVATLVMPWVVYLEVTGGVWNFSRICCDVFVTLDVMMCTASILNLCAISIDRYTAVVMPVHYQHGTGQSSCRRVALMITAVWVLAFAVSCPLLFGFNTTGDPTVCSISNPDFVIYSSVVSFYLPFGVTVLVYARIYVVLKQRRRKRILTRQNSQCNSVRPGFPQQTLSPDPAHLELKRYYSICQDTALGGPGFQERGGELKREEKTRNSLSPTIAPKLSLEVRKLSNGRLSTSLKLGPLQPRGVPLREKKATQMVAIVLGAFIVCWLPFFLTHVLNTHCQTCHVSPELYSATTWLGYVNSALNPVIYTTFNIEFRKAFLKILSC
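Agonist mode: compounds and dopamine controls were applied to plated cells for 90 min at 37 degrees C after an overnight attachment at 1500 cells/well. Luminescent read-out followed 30 - 60 minutes at room temperature with DiscoveRx detection reagent.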
KB-V1 cytotox = kills drug-selected multidrug resistant KB-V1 cells | 3.4% of 400,000 active | KB-V1 MDR cells viability, CellTiter-Glo, 72 h | Potency, µM (highest dose often 46.1 µM), without a hit: at the highest dose activity change, negative = cytotoxicity, actives largely listed as cytotoxic; note: potency is the fitted concentration of half-maximal effect; % is set by controls: 0 for no effect and ±100 for the full control effect; nearly all actives have a fitted effect of over 60% in size
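Luminescent ATP read-out (CellTiter-Glo, 10 min) measures survival of drug-selected KB-V1 MDR cells after 72 h, 37 degrees C compound exposure. Medium: phenol-red-free DMEM, 10% FBS. Values from fitted concentration-response curves.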
HT1080 IDH1KD tx = kills HT-1080 cells with IDH1 knockdown. HT-1080 IDH1 knockdown viability, ATP luminescence, 48 h. Potency, µM (titrated, usually from 46.1 µM), for the others: at the top dose activity, negative = toxicity, hits mostly cytotoxic. 2% of 360,000 active. AID 686971;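 note: potency is the fitted concentration of half-maximal effect; 0% = DMSO wells and -100% = cell-free medium wells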
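After a 2 h attachment period, IDH1KD HT-1080 cells took pin-transferred compound for 48 h at 37 °C; ATP-based luminescence after 10 min room-temperature reagent incubation reported viability.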
MCF10A rerep = induces DNA re-replication in MCF 10a normal breast cells; 2.9% of 350,000 active; MCF 10A DNA re-replication, Hoechst nuclear intensity, 48 h; Potency, µM (titrated, usually from 46.1 µM), for inactives: top-dose activity, positive = re-replication, most hits filed as activators; AID 624296; note: potency is the fitted concentration of half-maximal effect; % of control where 0% means no effect; nearly all actives have a fitted effect of over 50% in size
IL1B secr inh = blocks inflammasome-driven IL-1 beta release; THP-1 LPS/ATP IL-1B secretion, AlphaLISA, 16 h; active compounds read low; activity change, % at 57.5 µM; 4.7% of 360,000 active; AID 743279; in the data active = activity change below about -50%; inconclusive = mostly about -30% to -49%; note: % is set by controls: 0 for no effect and ±100 for the full control effect
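Secreted IL-1B measured by AlphaLISA bead assay after 16 h compound exposure of THP-1 cells; compounds (final up to 57.5 uM) added 1 h before LPS (250 ng/mL) and ATP (1.25 mM) stimulation; lower signal means less secretion.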
Starred values were filed as active, the others as inactive; i = inactive; u = inconclusive; x = not tested or not shown; & = joins results of further samples; [ ] = another dose, or the depositor's remark. Unless noted, calls come from the whole dose curve; as a rule, active = well fitted curve in the direction sought with a large enough effect; inconclusive = small, poorly fitted or top-dose-only effect, or another doubt; inactive = no such curve, though single readings can be large; an effect the other way counts as inactive or inconclusive.

SMILES	GLP1R cytotox	HT1080-NT tox	SW480 rereplic	KB-3-1 cytotox	DRD3 agonist	KB-V1 cytotox	HT1080 IDH1KD tx	MCF10A rerep	IL1B secr inh
COc1cc(C(=O)N2CCCCC2c2cc(C(=O)Nc3ccccc3Cl)no2)cc(OC)c1C (stereo not drawn)	1.4%	u	x	-18.2%	4.1	1.0%	-20.7%	x	5.4
Cc1ccc(S(=O)(=O)N2CCCC(C(=O)NCCCN3CCCCC3C)C2)cc1 (stereo not drawn)	6.5%	1.7%	10.3%	-8.4%	-2.5	-22.4%	0.7%	u	0.0
CC(=O)c1ccc(NC(=O)CCc2nnc3ccc(N4CCC5(CC4)OCCO5)nn23)cc1	-6.3%	0.6%	14.6%	16.4%	4.2	12.4%	-6.7%	1.5%	-6.6
Cc1ccc(NCCC(=O)c2ccccc2)cc1Cl	-2.6%	-10.6%	-14.0%	14.3%	-9.1	2.9%	-7.2%	9.8%	-4.1
CCOC(=O)C1=C(C)OC(N)=C(C#N)C1c1ccc(OC)c(CSc2ccccn2)c1 (stereo not drawn)	-4.0%	-1.2%	-6.0%	3.4%	-0.3	-0.1%	-1.2%	7.8%	26.7
Cc1cc(N2C(=O)C(O)=C(C(=O)c3ccc(C)o3)C2c2ccc(OCc3ccccc3)cc2)no1 (stereo not drawn)	0.5%	-9.5%	u	1.0%	1.5	u	-6.2%	20.6µM*	-0.7
O=C1N/C(=C\c2ccccc2)c2ccccc21	-6.8%	u	u	-0.9%	-3.5	u	u	18.4µM*	33.9
Cn1ccnc1C(=O)c1ccc(NN)c([N+](=O)[O-])c1	1.2%	-23.5%	-3.7%	-0.1%	2.4	-0.7%	u	u	-217.2*
COc1ccc([N+](=O)[O-])cc1NC(=O)Nc1ccc(OC)c(OC)c1	u	-1.2%	-1.0%	-16.1%	-8.1	u	-16.4%	18.4%	-84.6*
CC(C)[C@H](N)c1cn([C@@H](CO)C(=O)N2CCNCC2)nn1	10.3%	23.0%	-8.7%	0.0%	2.2	u	14.0%	2.5%	-2.4
COCC(=O)Nc1cc(OC)cc(OC)c1	6.2%	5.4%	-3.2%	-8.9%	-4.4	2.2%	22.9%	-15.6%	0.3
Brc1ccc(-c2nnc3c4ccccc4nc(N4CCOCC4)n23)cc1	-6.7%	u	-13.6%	-0.6%	3.1	2.59µM*	11.0%	3.1%	0.0
CCNC(=S)N/N=C/c1cc(Br)cc(Br)c1OC	-21.8%	4.47µM*	u	3.8%	-30.6	27.6%	3.98µM*	-4.7%	0.0
O=C(CSc1ccc(-c2ccccn2)nn1)Nc1ccc(F)c(F)c1	-25.6%&-9.1%	u	-4.0%	u	3.7&4.8	u	u	u	i
COc1ccc(-n2c(N)c(C(=O)Nc3c(C)n(C)n(-c4ccccc4)c3=O)c3nc4ccccc4nc32)cc1	u	-2.3%	-10.3%	-14.1%	-10.7	-13.4%	8.6%	11.4%	-5.8
Cc1cc2nc(-c3cccc(Cl)c3)c(Cc3ccccc3)n2c(C)c1Br	-5.5%	-12.5%	x	0.0%	-5.8	0.0%	-42.8%	x	27.9
COc1ccc(Cl)cc1C(=O)NNC(=S)NC1CCCCC1	5.5%	17.7%	-36.9%	2.7%	-5.1	2.7%	12.6%	0.0%	33.3
Cc1cc(-c2ccccc2)nc(N2CCC(C(=O)NC(C)C)CC2)n1	0.6%	13.5%	-1.2%	0.2%	6.5	-15.1%	0.5%	-3.9%	5.7
Cc1ccc(C(=O)Nc2nnc(SCC(=O)N3CCCc4ccccc43)s2)cc1	12.5%	0.3%	4.2%	-10.2%	-4.9	23.1µM*	-6.1%	u	0.0
Cc1cccc(C)c1NC(=S)NC(=O)c1ccccc1F	-18.9%	0.9%	-2.0%	-8.3%	1.4	u	-9.0%	20.7%	26.1
O=C1CS/C(=C\[N+](=O)[O-])N1c1ccccc1	0.7%	1.1%	-1.2%	-12.0%	-4.0	-28.2%	-0.5%	3.8%	-16.7
Cc1ccc(NC(=O)CN2C(=O)NC(Cc3ccccc3)C2=O)cc1 (stereo not drawn)	-5.3%	11.0%	1.6%	14.7%	-2.1	-5.0%	13.5%	1.0%	-2.4
C[C@H]1CN([C@@H](C)CO)C(=O)c2cc(C3=CCCCC3)cnc2O[C@@H]1CN(C)C(=O)Cc1ccccc1	2.7%	-6.9%	x	9.3%	4.4	-4.6%	-8.7%	x	u
COc1cccc(C(O)c2nc(-c3cc4ccccc4o3)cs2)c1 (stereo not drawn)	1.3%	-24.9%	x	-19.4%	2.6	-20.1%	u	x	37.7
Cc1cc(Cl)ccc1OCc1nc(-c2ccc(O)cc2)n[nH]1	3.5%	-2.0%	1.3%	-6.3%	-4.0	-13.0%	-9.0%	17.4%	31.9

Additional records:
SMILES	GLP1R cytotox	HT1080-NT tox	SW480 rereplic	KB-3-1 cytotox	DRD3 agonist	KB-V1 cytotox	HT1080 IDH1KD tx	MCF10A rerep	IL1B secr inh
CN(C)C(/C=C/Nc1ccc(F)cc1F)=C(C#N)C#N	-8.5%	22.6%	-0.6%	2.7%	6.8	9.2%	-1.5%	u	-0.2
COc1ccc(NC(=O)Cn2c(=O)n(CC3CCCO3)c(=O)c3cc(OC)c(OC)cc32)cc1OC (stereo not drawn)	-13.2%	-4.7%	-5.6%	-0.7%	0.0	u	0.5%	0.0%	-10.4
CCOC(=O)[C@]12CCC=C1N(Cc1ccc3c(c1)OCO3)C(=O)[C@H](CC(=O)NCCc1ccccc1OC)C2	6.7%	-22.9%	x	13.9%	3.3	-23.7%	-15.9%	x	0.0
O=C(NCCCN1CCCCC1)c1ccc2c(c1)NC(=O)c1ccccc1S2	-27.9%	-20.3%	-6.4%	-3.3%	-3.2	12.6%	-7.9%	20.5%	-16.9
COC(=O)Cn1c(=NC(=O)CSCC(=O)NC2CCCCC2)sc2cc(OC)ccc21	19.6%	-4.7%	-2.2%	-2.0%	4.2	u	-2.0%	-3.0%	-8.1
O=C(Cc1ccccc1)NCC(=O)OCC(=O)c1ccccc1Cl	7.0%	14.8%	-9.5%	17.0%	-19.4	5.1%	17.0%	-1.6%	-13.8
OC(COc1ccc(Br)cc1)CN1CCC(Cc2ccccc2)CC1 (stereo not drawn)	u	u	u	-18.5%	-13.2	-3.0%	u	u	-68.4*
CCOc1ccc(/C=N/n2c(SC)nnc2-c2ccccc2)cc1OCC	-1.9%	-2.2%	-2.7%	18.9%	1.4	0.0%	-2.2%	21.2%	-17.4
COCCCN(C(=O)CC1OC(=O)c2ccccc21)c1c(N)n(Cc2ccccc2)c(=O)[nH]c1=O (stereo not drawn)	11.7%	-2.1%	-8.3%	23.8%	2.7	3.6%	3.8%	4.1%	0.6
O=C1C=C(c2ccc(Oc3ccccc3)cc2)C[C@@H](c2ccc(F)cc2)C1	23.4%	-3.3%	-5.7%	-12.6%	-8.3	-2.4%	-0.1%	u	u
COc1ccc(/C=C(/NC(=O)c2ccccc2)C(=O)NCC2CCCO2)cc1 (stereo not drawn)	-4.6%	10.3%	-4.7%	u	6.1	u	9.1%	0.1%	-1.2
O=C1CCC([N+](=O)[O-])C(c2ccccc2F)N1 (stereo not drawn)	-1.4%	0.2%	-15.7%	u	-4.8	-10.9%	-2.4%	-1.0%	-14.4
Cc1nn(-c2ccc(F)cc2)c(C)c1NS(=O)(=O)c1ccc(Cl)cc1	-10.9%	-6.1%	u	-7.8%	-1.1	0.0%	u	4.6%	0.0
CCOC(=O)[C@]12CCCC=C1N(Cc1ccco1)C(=O)[C@H](CC(=O)NCc1cccc3ccccc13)C2	0.9%	-14.7%	x	-4.2%	5.9	u	-4.2%	x	-1.6
Cc1cccc(CS(=O)(=O)Cc2ccc(C(=O)NCC3CCCO3)o2)c1 (stereo not drawn)	22.5%	0.9%	-6.0%	9.6%	-5.6	u	0.1%	-1.5%	-1.4
O=C(O)C1CCC(N2C(=O)c3cccc([N+](=O)[O-])c3C2=O)CC1 (stereo not drawn)	4.2%	4.1%	-3.5%	17.8%	5.4	u	0.8%	-4.4%	3.8
C[C@@H]1CN([C@H](C)CO)C(=O)Cc2cc(NS(=O)(=O)c3ccc(F)cc3)ccc2O[C@H]1CN(C)Cc1ccc(C(=O)O)cc1	-10.4%	1.2%	-32.0%[inhibitor]	21.2%	6.0	u	-1.8%	14.5%	23.6
Cc1cc(C)c(S(=O)(=O)N(C)CC(=O)NC2CCCC2)c(C)c1	6.9%	7.9%	1.4%	-0.2%	-1.7	u	u	5.3%	-5.2
CCSc1ncc(/C=N/Nc2ccc([N+](=O)[O-])cc2)n1C	-14.8%	13µM*	4.3%	24.1%	-4.6	15.3%	13µM*	u	-11.1
Cc1ccsc1C1C(C#N)=C(N)OC2=C1C(=O)CCC2 (stereo not drawn)	2.7%	-2.4%	-0.2%	-17.6%	11.9	18.6%	6.2%	0.1%	-7.8
CCc1ccc(NC(=O)C2CCN(S(=O)(=O)c3cnc[nH]3)CC2)cc1	-17.6%	21.5%	u	-1.0%	-1.1	0.0%	11.6%	2.2%	20.9

Single records, from the list above. Order of screens: GLP1R cytotox, HT1080-NT tox, SW480 rereplic, KB-3-1 cytotox, DRD3 agonist, KB-V1 cytotox, HT1080 IDH1KD tx, MCF10A rerep, IL1B secr inh
`CCOC(=O)[C@]12CCCC=C1N(Cc1ccco1)C(=O)[C@H](CC(=O)NCc1cccc3ccccc13)C2` is listed as 0.9%, -14.7%, x, -4.2%, 5.9, u, -4.2%, x, -1.6
`O=C1CCC([N+](=O)[O-])C(c2ccccc2F)N1` (stereo not drawn) is listed as -1.4%, 0.2%, -15.7%, u, -4.8, -10.9%, -2.4%, -1.0%, -14.4
`Cc1cccc(CS(=O)(=O)Cc2ccc(C(=O)NCC3CCCO3)o2)c1` (stereo not drawn) is listed as 22.5%, 0.9%, -6.0%, 9.6%, -5.6, u, 0.1%, -1.5%, -1.4
`COc1ccc(/C=C(/NC(=O)c2ccccc2)C(=O)NCC2CCCO2)cc1` (stereo not drawn) is listed as -4.6%, 10.3%, -4.7%, u, 6.1, u, 9.1%, 0.1%, -1.2

Screening data as filed in PubChem.
